rTrxR1 inhibitor – rat TrxR1 inhibition. O89049. recombinant rTrxR1, NADPH fluorescence consumption, selenite substrate. Potency, µM (top dose mostly 114 µM), for the others: at the top dose activity change, negative = inhibition, most hits filed as inhibitors. 1% of 390,000 active; further: potency means the concentration at half of the fitted maximal effect; on the % scale 0 is the no-effect control and ±100 the full control effect; nearly all actives have a fitted effect of over 65% in size
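Rat TrxR1 (90 nM in the dispensed reagent) was pre-reduced with 400 uM NADPH for 5 min at room temperature, then incubated with compound for 15 min. After 400 uM selenite was added, NADPH fluorescence (Ex 340/Em 450 nm) was followed for 8 min.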
PI4K2A inh – blocks human PI4K2A kinase activity. Q9BTU6. purified PI4K2A, ADP-Glo luminescence, 1 h; active compounds read low. activity change, negative = inhibition, % at 76.9 µM. 0.13% of 420,000 active; in the data active means activity change below about -50%; inconclusive means mostly about -30% to -49%;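 further: -100% = wells without enzyme as full effect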
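ADP-Glo luminescence measured ADP generated by PI4K2A enzyme (4 ug/mL before mixing) with 1.2 mM PI substrate (pre-mix) and 300 microM ATP (pre-mix). Tris pH7.5 buffer with MgCl2, Triton X-100; 1 h reaction at ambient temperature.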
GLS inh – blocks human kidney-isoform glutaminase activity | Potency, µM (top dose mostly 45.5 µM), without a hit: top-dose activity change, negative = inhibition, actives largely listed as inhibitors | GLS enzymatic activity, qHTS titration | 0.21% of 410,000 active | O94925; further: potency means the concentration at half of the fitted maximal effect; on the % scale 0 is the no-effect control and ±100 the full control effect
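Assay buffer: 45 mM KH2PO4 pH 8.2, 0.02% Tween-20. hKGA acts on L-glutamine (1 mM solution added); product glutamate is reported by an oxidase/peroxidase Amplex Red coupling, with fluorescence taken at baseline and 30 min.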
Tb PGK inh – inhibitors of T. brucei phosphoglycerate kinase; PGK/GAPDH coupled, Kinase-Glo luminescence, 60 min; Potency, µM (highest dose often 57.5 µM), without a hit: top-dose activity change, negative = inhibition, hits mostly inhibitors; 0.043% of 380,000 active; AID 602233; further: potency means the concentration at half of the fitted maximal effect; on the % scale 0 is the no-effect control and ±100 the full control effect; nearly all actives have a fitted effect of over 60% in size
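Recombinant glycosomal PGK reaction used 1,3-bisphosphoglycerate generated in-well by GAPDH (100nM final) in 100mM TEA pH 7.6, 5mM MgCl2, 0.01% Tween-20. After 60 minutes at room temperature, ATP was read by Kinase-Glo Plus luminescence end-point.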
Pin1 inh – human Pin1 inhibition; Q13526; Potency, µM (doses to about 115 µM), inactives show at the top dose activity, negative = inhibition, hits mostly inhibitors; Pin1 FP peptide displacement, HiFluor488, 10 min; 0.009% of 390,000 active; active means well fitted inhibition curve with a large enough effect in the polarisation, with a control signal flat, not every such curve was filed as active; inconclusive means small, poorly fitted or top-dose-only effect, or effect the other way, or a change in a side signal; inactive means no such curve, though single readings can be large or run the other way; the % refers to the polarisation; further: potency means the concentration at half of the fitted maximal effect; on the % scale 0 is the no-effect control and ±100 the full control effect
HP1b chromo inh – inhibitors of HP1-beta chromodomain binding to methylated histone tails. AlphaScreen HP1-beta / biotin-H3K9me3 peptide binding. P83916. Potency, µM (top dose mostly 114 µM), for the others: at the top dose activity change, negative = inhibition, usual class: inhibitors. 0.56% of 390,000 active; further: potency means the concentration at half of the fitted maximal effect; nearly all actives have a fitted effect of over 70% in size; inactives centre near 23
Target sequence (P83916 whole entry, looked up): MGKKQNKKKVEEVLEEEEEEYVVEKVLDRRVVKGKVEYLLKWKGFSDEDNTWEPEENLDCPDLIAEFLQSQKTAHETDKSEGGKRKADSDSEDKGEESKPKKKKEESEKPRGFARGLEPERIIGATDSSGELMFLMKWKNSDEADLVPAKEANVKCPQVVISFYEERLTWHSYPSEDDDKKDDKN
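HP1-beta protein (50 nM final) preincubated 30 min at room temperature with biotinylated H3(1-18)K9me3 peptide (50 nM) in PBS pH 7.4, 0.01% Tween-20, then compound added for 30 min. AlphaScreen streptavidin donor/nickel chelate acceptor beads (10 ug/mL final), 30 min dark, luminescence read.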
mIDH1 inhibitor – inhibitors of human mutant IDH1 R132H | IDH1-R132H enzyme, NADPH consumption, diaphorase/resazurin fluorescence | 0.093% of 390,000 active | O75874 | Potency, µM (doses to about 76.6 µM), inactives show top-dose activity change, negative = inhibition, hits mostly inhibitors; further: potency means the concentration at half of the fitted maximal effect; on the % scale 0 is the no-effect control and ±100 the full control effect; nearly all actives have a fitted effect of over 65% in size
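IDH1-R132H (0.5 ug/mL) preincubated 30 min with compound, then NADPH (0.016 mM) and alpha-KG (2 mM) added; 80 min at RT, pH 7.5. Remaining NADPH coupled via diaphorase/resazurin to fluorescence (540/590 nm); concentration-response curves normalized to no-enzyme control.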
USP1 inh – blocks the human USP1/UAF1 deubiquitinase complex. O94782. recombinant USP1/UAF1, Ub-Rhodamine cleavage fluorescence. 0.23% of 390,000 active. Potency, µM (doses to about 57.1 µM), inactives show top-dose activity change, negative = inhibition, hits mostly inhibitors; further: potency means the concentration at half of the fitted maximal effect; on the % scale 0 is the no-effect control and ±100 the full control effect; nearly all actives have a fitted effect of over 60% in size; inactives centre near -12
Target sequence (O94782 whole entry, looked up): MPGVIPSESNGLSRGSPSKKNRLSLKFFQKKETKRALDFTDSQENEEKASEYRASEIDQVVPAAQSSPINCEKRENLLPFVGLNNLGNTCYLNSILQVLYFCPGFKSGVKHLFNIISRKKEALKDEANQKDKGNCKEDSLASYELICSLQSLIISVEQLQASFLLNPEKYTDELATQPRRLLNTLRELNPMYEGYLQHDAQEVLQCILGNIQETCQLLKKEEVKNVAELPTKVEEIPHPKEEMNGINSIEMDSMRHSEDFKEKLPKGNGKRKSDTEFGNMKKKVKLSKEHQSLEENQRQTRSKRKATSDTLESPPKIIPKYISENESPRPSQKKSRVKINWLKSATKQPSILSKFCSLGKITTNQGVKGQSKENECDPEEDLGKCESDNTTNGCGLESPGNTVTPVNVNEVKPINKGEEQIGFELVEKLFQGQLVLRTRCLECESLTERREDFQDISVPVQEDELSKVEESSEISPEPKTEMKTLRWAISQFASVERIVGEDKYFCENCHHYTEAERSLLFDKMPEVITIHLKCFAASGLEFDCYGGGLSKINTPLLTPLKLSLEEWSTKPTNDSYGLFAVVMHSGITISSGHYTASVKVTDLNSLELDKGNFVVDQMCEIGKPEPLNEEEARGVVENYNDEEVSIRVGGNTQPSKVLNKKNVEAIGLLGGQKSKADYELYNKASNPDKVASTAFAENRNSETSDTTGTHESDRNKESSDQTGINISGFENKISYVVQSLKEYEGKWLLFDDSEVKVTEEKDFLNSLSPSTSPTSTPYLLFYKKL
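High-throughput fluorogenic screen: 1nM USP1/UAF1 complex, Ub-Rho substrate 150nM final, 50mM HEPES pH 7.8 with 0.5mM EDTA, 0.1 mg/ml BSA, 1mM TCEP and 0.01% Tween-20.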
TrxR1 substrate – is turned over as a substrate by rat TrxR1 | 0.01% of 390,000 active | Potency, µM (top dose mostly 114 µM), inactives show at the highest dose activity change, negative = substrate turnover | AID 588456 | O89049 | purified TrxR1 substrate turnover, NADPH consumption readout; further: potency means the concentration at half of the fitted maximal effect; on the % scale 0 is the no-effect control and ±100 the full control effect; nearly all actives have a fitted effect of over 50% in size
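Rat TrxR1, dispensed at 90 nM, was prereduced with 400 uM NADPH (final) for 5 min at ~22 deg C, then incubated with compound 15 min before 400 uM selenite. A first-read NADPH fluorescence drop versus no-compound background flagged substrates.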
Numbers without * were called inactive; i = inactive; ? = inconclusive; · = not tested or not shown; & = joins results of further samples; [ ] = dose if it differs, or a comment. Unless noted, the call rests on the fitted dose curve; in most records, active means well fitted curve in the direction sought with a large enough effect; inconclusive means small, poorly fitted or top-dose-only effect, or another doubt; inactive means no such curve, though single readings can be large; an effect the other way counts as inactive or inconclusive.

SMILES	rTrxR1 inhibitor	PI4K2A inh	GLS inh	Tb PGK inh	Pin1 inh	HP1b chromo inh	mIDH1 inhibitor	USP1 inh	TrxR1 substrate
COc1ccc(NC(=O)Cc2ccc(C)cc2)c([N+](=O)[O-])c1	7.7%	1.2	7.2%	-6.0%	-5.8%	-24.9%	-0.1%	-14.8%	2.8%
O=C(CCC(=O)N1CCSc2ccccc21)NCCc1ccccc1	10.6%[57.1 µM]	-4.4	-2.2%	-0.1%	-0.7%	27.9%	-2.5%	-3.8%	1.9%[57.1 µM]
CC(=O)Nc1ccn(-c2ccccc2)n1	19.4%[57.1 µM]	-3.2	1.3%	1.0%	-0.5%	-8.3%	3.6%	-9.1%	10.9%[57.1 µM]
Cc1cc(NC(=O)CC(C)C)c(=O)n(Cc2c(F)cccc2Cl)c1	-7.1%	-4.5	0.9%	-6.7%	8.2%	7.4%	-9.7%	2.2%	-11.6%
CCCC1=NN(c2ccc([N+](=O)[O-])cc2)C(=O)/C1=C\N(C)C	-24.8%	-9.7	9.4%	-14.8%	5.1%	16.9%	6.7%	-23.1%	-14.7%
Cc1cc2ncn(C(=O)N3CCOCC3)c2cc1C	6.7%[57.1 µM]	7.3	-4.4%	-2.5%	-6.8%	29.5%	0.2%	-2.6%	2.4%[57.1 µM]
CCOC(CNc1c([N+](=O)[O-])c(=O)n(C)c(=O)n1C)OCC	-2.5%	2.8	2.1%	1.4%	-0.3%	14.6%	-1.9%	-8.1%	-6.3%
COc1ncnc2sc3c(c12)CCCC3	?	-2.1	-4.6%	-3.9%	0.4%	20.0%	8.0%	-4.3%	5.4%
CCO/C(C)=C1/SC(=S)NC1=O	-4.8%[57.1 µM]	-1.8	2.3%	-6.1%	?	-0.1%	4.2%	-20.8%	-5.7%[57.1 µM]
COC(=O)C(O)(CC(=O)Nc1ccc(C)c(F)c1)C(F)(F)F (centres undefined)	33.8%	1.1	-1.4%	-23.0%	-9.0%	19.1%	7.0%	-18.9%	16.1%

Look-ups from the results shown.
rTrxR1 inhibitor result of `CCO/C(C)=C1/SC(=S)NC1=O` reads -4.8%[57.1 µM]
PI4K2A inh result of `CCOC(CNc1c([N+](=O)[O-])c(=O)n(C)c(=O)n1C)OCC` reads 2.8

(continued)
SMILES	rTrxR1 inhibitor	PI4K2A inh	GLS inh	Tb PGK inh	Pin1 inh	HP1b chromo inh	mIDH1 inhibitor	USP1 inh	TrxR1 substrate
COC(=O)C(C)N(C(=O)c1cccc2ccccc12)c1c(C)cccc1C (centres undefined)	10.7%	3.8	4.6%	5.0%	4.3%	21.3%	3.5%	-12.6%	-1.0%
COc1ccc(OC)c(S(=O)(=O)N2CCC(C(=O)NCCC3=CCCCC3)CC2)c1	-4.0%	-1.0	4.4%	-3.4%	3.6%	11.6%	-5.7%	-2.8%	-5.4%
O=C1c2ccccc2NC(c2ccc([N+](=O)[O-])cc2)N1O (centres undefined)	6.3%	2.5	0.0%	2.2%	-4.6%	12.8%	3.7%	-20.1%	-0.5%
CC1=C(C(=O)N(C)C)CC(CC(=O)NC2CCCCC2)C(=O)N1Cc1ccc(C(C)(C)C)cc1 (centres undefined)	·	-1.0	1.2%	-2.3%	·	·	3.7%	-18.6%	·
Cc1ccccc1N=Nc1c(O)[nH]c2ccccc12	?	0.7	-0.4%	-4.2%	-1.8%	-5.1%	6.9%	-10.5%	10.0%[57.1 µM]
CCOC(=O)c1noc2ncn(CC(=O)Nc3ccccc3OC)c(=O)c12	14.4%[57.1 µM]	-3.7	-11.3%	-0.8%	7.2%	10.2%[57 µM]	9.4%	-12.7%	0.4%[57.1 µM]
Cc1ccccc1NC(=O)CSc1nnc(C)c(=O)[nH]1	10.9%&17.8%	-3.9&7.3	2.7%&-13.6%	7.3%	1.3%&-10.0%	30.8%&39.9%	-17.5%&0.0%	-8.8%&-17.5%	1.9%&0.6%
Cc1ccc(C(=O)N/C(=C\c2cccc([N+](=O)[O-])c2)C(=O)Nc2cccc(C(=O)O)c2)cc1	4.3%[57.1 µM]	2.9	-29.3%	6.3%	-11.0%	40.4%[activator]	4.7%	2.7%	6.8%[57.1 µM]
c1cc2c(cc1NC1CCCCCC1)OCO2	14.2%[57.1 µM]	3.5	?	-8.2%	-12.2%	?	13.5%	-16.8%	8.6%[57.1 µM]
COc1ccc2cc(CCNC(=O)C(C)(C)C)c(=O)[nH]c2c1	6.2%	-0.2	-1.2%	1.7%	5.9%	26.4%	11.9%	0.0%	3.7%
COc1ccccc1NC(=O)c1c(NC(=O)CCC(=O)O)sc2c1CCCCC2	12.4%	3.5	6.1%	-3.9%	-1.4%	21.2%	6.1%	-0.2%	-0.6%
O=C(Nc1ccc(C(=O)N2CCCC2)cc1)c1ccccc1F	14.3%	-70.3*	-5.8%	?	-3.1%	8.0%	2.5%	-0.4%	2.8%
O=c1c2ccccc2nc(/C=C/c2c[nH]c3ccccc23)n1CCO	-4.3%[57.1 µM]	155.4	-0.3%	-7.1%	11.3%	23.7%	2.4%	-8.1%	-7.0%
CC(C)c1nnc(NC(=O)CSc2ncn[nH]2)s1	5.5%[57.1 µM]	1.5	1.4%	5.4%	0.7%	20.5%	7.4%	0.8%	13.7%[57.1 µM]
COc1ccc(C(C)=O)c(Oc2nc(CN3CCOCC3)nc3scc(-c4cccs4)c23)c1	9.8%	1.2	2.8%	-5.0%	2.9%	63.7%[activator]	0.7%	-14.6%	6.7%
COc1ccc(C(=O)CNC2=NCCC2)cc1	24.4%[57.1 µM]	-8.6	-7.4%	0.6%	-4.7%	47.7%[activator]	3.1%	-0.6%	8.2%[57.1 µM]
Cc1ccc(CN2CC(C(=O)Nc3cccc(C)n3)CC2=O)cc1 (centres undefined)	2.6%[57.1 µM]	0.5	1.3%	-4.6%	2.4%	-13.8%	12.6%	-15.5%	0.8%[57.1 µM]
CCCCCCCOc1ccc(C2CC(=O)N(C)C2=O)cc1 (centres undefined)	-5.1%[57.1 µM]	1.0	-11.2%	0.0%	-0.5%	58.8%[activator]	1.7%	-12.2%	-2.2%[57.1 µM]
NNC(=O)COc1ccccc1F	-6.1%	-2.1	15.0%	3.5%	-1.9%	29.6%	1.2%	-16.3%	-4.5%
CCOC(=O)c1cc(-c2sc(NC(=O)c3ccccc3)nc2C)n(CCO)n1	·	4.0	-10.3%	-8.0%	·	·	11.6%	-21.5%	·
CCOC(=O)C1=CN(c2cccc(F)c2)C=C(C(=O)OCC)C1c1cc(OC)c(O)c([N+](=O)[O-])c1	18.3%	-0.2	46.3%[activator]	-3.2%[11.5 µM]	-0.8%	?	-12.1%	-5.7%	-2.3%
Cc1ccc(S(=O)(=O)NCC(=O)OCC(=O)c2ccc(Cl)s2)cc1	?	-3.6	-1.2%	0.9%	2.2%	21.1%	-2.8%	-3.9%	6.2%
Cc1ccc(NC(=O)CSc2cn(CC(=O)N3CCCC3)c3ccccc23)cc1Cl	10.1%	-3.9	-1.1%	-0.4%	4.4%	36.7%	-16.4%	10.2%	4.5%
Cc1ccc(C)c(NC(=O)Cn2cc(C(=O)c3ccc(Cl)cc3)c(=O)c3ccc(C)nc32)c1	17.5%	-1.8	2.0%	9.4%	28.2%	7.8%	1.4%	14.2%	-3.4%
Cc1cccc(-c2c3c(=O)n(C)c(=O)n(C)c3c3cccnn23)c1	12.5%[57.1 µM]	6.5	-1.3%	-3.8%	?	13.0%	3.4%	-20.4%	-9.1%
CC1CCC(C(C)C)C(OC(=O)CSc2n[nH]c(=O)[nH]c2=O)C1 (centres undefined)	-2.1%	-2.8	10.0%	7.5%	-9.2%	24.0%	-1.7%	-2.0%	2.9%[57.1 µM]
CCCCc1cc(=O)oc2cc(OCC(=O)N3CCC(C(=O)O)(c4ccccc4)CC3)ccc12	4.5%	-12.5	-2.3%	i	-1.3%	40.7%[activator]	9.8%	-23.5%	77.4%[activator]
CC(=O)c1ccc(NC(=O)C(C)N(C)CC(=O)Nc2ccc(Cl)cc2)cc1 (centres undefined)	30.9%[57.1 µM]	-6.9	-17.4%	-6.7%	-15.1%	19.6%	7.6%	-23.0%	6.7%[57.1 µM]
CCc1nnc2n1N(C(C)=O)C(c1ccc(C(C)(C)C)cc1)=C(C(C)=O)S2	6.8%[57.1 µM]	15.6	6.4%	0.5%	-3.1%	8.0%	?	-22.2%	1.9%[57.1 µM]
O=S(=O)(c1cccs1)N1CCN(CC(O)COc2cccc(Br)c2)CC1 (centres undefined)	25.3%	-1.7	-8.5%	-3.4%	2.2%	?	2.1%	-16.4%	-1.0%
COc1ccc(-c2nnc(SCc3cccnc3)o2)cc1	6.3%	1.6	9.4%	2.3%	0.7%	29.3%	-1.2%	2.9%	4.4%
CCC(C)c1c(O)nc(SCC(=O)Nc2ccccc2)[nH]c1=O (centres undefined)	-7.7%	-3.9	9.4%	-1.1%	3.1%	51.6%[activator]	3.0%	-15.6%	-4.8%

Screening data: PubChem BioAssay, National Center for Advancing Translational Sciences (NCATS)

The list is partial; count on the stated rates, not on these rows.
